Source: PubChem BioAssay (several laboratories)
KOR beta-arrestin-1 = KOR antagonists, beta-arrestin recruitment, cell-based, luminescence, uHTS (AID 1778). KOR beta-arrestin recruitment, luminescence, antagonist mode; higher % means a stronger effect. one-dose inhibition, % at 10 µM; IC50 in µM for titrated hits. 290,000 compounds, 0.091% hits; in the data active means inhibition above about 50%; further: strong numbers were not always called active
GPR55 activation = GPR55 agonists via beta-arrestin recruitment, primary screen, imaging, U2OS cells, beta-arrestin-GFP redistribution (AID 1961); activation, % at 10 µM; hits with a dose series show EC50 in µM; U2OS GPR55 beta-arrestin-GFP redistribution imaging; higher % means a stronger effect; 290,000 compounds, 0.048% hits;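 active means activation above 40% with more than 50 cells counted in the well; inconclusive means wells holding fewer than 50 cells, flagged as toxic or sparse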;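 further: U2OS osteosarcoma cells stably expressing GPR55 and beta-arrestin-GFP; plate controls were DMSO negative control for no effect and LPI positive control for full effect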
NOD1 NF-kB reporter = inhibition of NOD1-driven NF-kB reporter – cell-based, luminescence, uHTS, primary screen (AID 1578) | 290,000 compounds, 1% hits | inhibition, % at 4 µM; hits with a dose series show EC50 in µM | NOD1-driven NF-kB luciferase reporter cells, luminescence; higher % means a stronger effect; in the data active means inhibition mostly above about 36%, no sharp cut-off; inactive means mostly below about 34%;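 further: HEK-293T reporter cells stimulated with the NOD1 agonist gamma-tri-DAP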
GPR35 arrestin U2OS = inhibition of zaprinast-stimulated GPR35 beta-arrestin translocation – imaging, U2OS, beta-arrestin-GFP, zaprinast agonist, primary screen (AID 2058) | U2OS GPR35 beta-arrestin-GFP translocation imaging, zaprinast antagonism; higher % means a stronger effect | one-dose inhibition, % at 10 µM; IC50 in µM for titrated hits | 290,000 compounds, 0.052% hits;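 active means inhibition of at least 50% with at least 30 cells and total cytoplasm GFP at most 10,000,000; inconclusive means under 30 cells or total GFP of 10,000,000 plus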
West Nile virus CPE = inhibition of WNV-induced cytopathic effect – cell-based, CPE readout (AID 1621). West Nile virus-infected cells, CPE inhibition; higher % means a stronger effect. one-dose CPE inhibition, % at 10 µM; IC50 in µM for titrated hits. 290,000 compounds, 0.02% hits; in the data active means a potency from the dose series; inconclusive means CPE inhibition mostly from about 3.7% at the one dose, without a potency; inactive means the rest, 99 in 100 with CPE inhibition below about 2.2%; further: strong numbers were not always called active
GPR55 antagonists = inhibition of LPI-stimulated GPR55 beta-arrestin translocation – imaging, U2OS, beta-arrestin-GFP, LPI agonist, primary screen (AID 2013); U2OS GPR55 beta-arrestin-GFP translocation imaging, LPI antagonism; higher % means a stronger effect; 290,000 compounds, 0.13% hits; one-dose inhibition, % at 10 µM; IC50 in µM for titrated hits;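 active means spots per cell inhibited over 60%, with over 100 cells counted and total cytoplasm intensity under 500,000; inconclusive means wells with under 100 cells, flagged as likely toxic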;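 further: U2OS cells stably carrying GPR55 and arrestin-GFP stimulated by 5 µM LPI near EC80; imaged beta-arrestin-GFP aggregate spots per cell after agonist stimulation; plate controls were LPI-stimulated DMSO wells for no effect and DMSO wells without LPI for full effect; some results filed as inactive read as strong as hits; confirmed hits need IC50 under 10 µM and bright autofluorescent wells are also inconclusive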
HIV peptide binding = cell-free HIV fusion peptide-binding blockers – biochemical, uHTS, fluorescence dequenching, primary screen (AID 1986) | cell-free peptide binding, fluorescence dequenching, 30 min; higher % means a stronger effect | one-dose inhibition, % at 20 µM; IC50 in µM for titrated hits | 290,000 compounds, 0.3% hits; in the data active means inhibition mostly above about 52%, no sharp cut-off; inactive means mostly below about 76%; further: some results filed as inactive read as strong as hits
KOR beta-arrestin-2 = kappa opioid receptor activators – cell-based, luminescence, uHTS, primary screen (AID 1777); 280,000 compounds, 0.02% hits; activation, % at 10 µM, or EC50 in µM where a hit was titrated; KOR beta-arrestin recruitment, luminescence; higher % means a stronger effect; in the data active means activation above about 50%, passing the limit was not always enough; further: a part of the inactive calls stands beside numbers as strong as those of hits
Dengue-2 NS5 capping = flavivirus cap methylation enzyme inhibition – biochemical, confirmation dose response, primary screen (AID 588689) | one-dose inhibition, % at 25 µM; IC50 in µM for titrated hits | Dengue-2 NS5 methyltransferase capping enzyme assay, biochemical; higher % means a stronger effect | 340,000 compounds, 0.3% hits; in the data active means a potency from the dose series; inconclusive means inhibition above about 29% without an active follow-up result
* hit, by the source's call; ? = inconclusive; · = no result given; [ ] = another dose, or the depositor's remark. Some of the compounds tested (hit frequency here may not be typical).

SMILES	KOR beta-arrestin-1	GPR55 activation	NOD1 NF-kB reporter	GPR35 arrestin U2OS	West Nile virus CPE	GPR55 antagonists	HIV peptide binding	KOR beta-arrestin-2	Dengue-2 NS5 capping
O=C(COC(=O)c1cc(NS(=O)(=O)c2cccs2)ccc1O)Nc1ccc(F)c(F)c1F	-11.1%	0.5%	-55.2%	-3.1%	-0.4%	-0.5%	1.8%	-0.4%	0.7%
COc1cccc(/C=C2\SC(=O)N(CCC(=O)NNC(=O)c3ccccc3Cl)C2=O)c1	-11.3%	-0.3%	-8.6%	4.9%	-0.9%	9.9%	3.7%	-0.5%	-0.6%
Cc1ccc(Cl)c(NC(=O)COC(=O)CNS(=O)(=O)/C=C/c2ccccc2)c1Cl	-26.6%	0.1%	2.4%	-4.0%	0.0%	-6.1%	1.8%	2.3%	-8.4%
CCc1ccc(C(=O)N/N=C/c2ccc(Cl)cc2Cl)nc1	-2.8%	0.5%	-20.8%	-7.8%	-1.0%	1.7%	-3.0%	3.8%	·
NS(=O)(=O)c1ccc(O)c(N2C(=O)c3cccc4c(C(=O)c5ccccc5)ccc(c34)C2=O)c1	-22.7%	0.1%	-4.6%	-15.7%	0.6%	-1.1%	-2.1%	-4.2%	·
Cc1ccc(S(=O)(=O)Oc2ccccc2/C=N/N=C(N)N)cc1	-55.5%[20 µM]	-0.1%	11.9%	-11.4%	-1.9%	9.4%	-0.7%	-0.2%	-7.3%
CCOP(=O)(c1ccccc1)C1(C#N)CCCC1 (centres undefined)	-27.8%	-0.2%	-12.0%	-2.0%	0.3%	0.2%	2.2%	2.7%	-5.4%
O=C1c2ccccc2C(=O)N1/N=C/c1ccc(O)c(O)c1	-15.5%	0.2%	-40.3%	3.3%	0.0%	1.5%	16.7%	-4.2%	-2.2%
Nc1nc(Cl)nc2ncn(Cc3ccccc3)c12	-21.8%	0.3%	-12.8%	-7.1%	-0.3%	4.4%	1.9%	3.8%	-1.4%
Cc1noc(C)c1COC(=O)c1ccc2c(c1)S(=O)(=O)c1ccccc1C2=O	-9.2%	0.3%	-18.5%	-2.7%	-0.5%	3.4%	7.6%	-0.2%	4.0%
CCOc1cc(NS(=O)(=O)c2ccc(Cl)cc2)c(OCC)cc1NC(=O)CC(C)C	9.1%	-0.1%	1.1%	1.5%	-0.7%	4.8%	8.9%	4.5%	-0.8%
O=C(CN1C(=O)CSC1=O)Nc1ccc(C(=O)O)cc1	-3.3%	-0.2%	-28.2%	-0.3%	0.2%	-8.8%	-1.1%	0.9%	0.6%
CCOC(=O)c1cnn(C)c1NC(=O)c1ccc([N+](=O)[O-])cc1	-7.6%	0.0%	-5.1%	-21.0%	-0.4%	11.9%	-0.9%	2.8%	-0.9%
Cc1c(C)c2ccc(OC(C)C(=O)NC3CCN(Cc4ccccc4)CC3)cc2oc1=O (centres undefined)	-50.6%	-0.1%	-6.2%	6.7%	0.5%	0.9%	2.0%	1.8%	-10.1%
Cc1cccc2cc(C#N)c(NCc3ccccc3)nc12	-30.3%	0.0%	-48.5%	-5.9%	-0.6%	-6.0%	1.9%	8.1%	-8.6%
O=C(CN(C(=O)c1csnn1)c1cccc2ccccc12)NC1CCCC1	3.9%	0.2%	-27.1%	10.4%	-0.2%	5.9%	-1.1%	-5.5%	-3.0%
COc1ccc(C2=NS(=O)(=O)N(C)C(C(=O)Nc3ccc4c(c3)OCO4)=C2)cc1OC	-21.0%[20 µM]	-0.1%	7.7%	-0.6%	0.2%	12.2%	-2.5%	-8.7%	5.6%
COc1ccc(OCC(=O)N/N=C2\CCCc3ccccc32)cc1	-32.8%	0.9%	-17.6%	-13.4%	-0.6%	3.5%	-0.2%	-1.1%	5.5%
CCOc1ccc(NC(=O)C2CC(=O)N(c3ccccc3F)C2)cc1 (centres undefined)	18.9%	-0.2%	-11.8%	6.1%	-0.1%	1.6%	-0.8%	-2.6%	-11.6%
CC(=O)Nc1ccccc1P(=O)(c1ccccc1)c1ccccc1OC(C)=O (centres undefined)	-3.3%	0.0%	0.0%	-14.0%	0.4%	-5.9%	0.2%	-0.6%	-1.6%
COc1ccc2cc(CCNS(=O)(=O)c3c(C)cc(C)cc3C)c(=O)[nH]c2c1	27.3%	-0.1%	-13.3%	-3.0%	-1.1%	4.1%	-1.1%	-1.3%	-3.3%
Cc1nc2c(sc(=S)n2Cc2ccco2)c(=O)n1CC(=O)Nc1ccccc1	-14.5%	-0.1%	-26.6%	-5.9%	0.2%	-1.9%	3.6%	4.8%	-8.8%
Cc1csc(NC(=O)C2CCCN(S(=O)(=O)c3cnc[nH]3)C2)n1 (centres undefined)	-32.1%	-0.1%	-4.0%	-3.5%	-0.5%	-0.3%	-1.9%	1.9%	-1.5%
O=C(NCc1ccco1)c1nc(-c2ccccc2)n(-c2ccccc2)n1	-15.1%	0.2%	-42.6%	-8.7%	-0.3%	-3.0%	0.9%	5.9%	-0.8%
Cc1ccc(S(=O)(=O)NN2C(=O)c3ccccc3NC2(C)C)cc1	-6.3%	-0.3%	61.7%	6.0%	0.4%	-9.9%	-1.4%	8.6%	0.0%
CO/N=C/NC(=O)NOCc1c(Cl)cccc1Cl	9.2%	-0.2%	-7.4%	-10.5%	0.1%	3.4%	-0.6%	-1.8%	-6.6%
CCc1cccc(N(C(=O)c2csnn2)C(C(=O)NC2CCCCC2)c2cccnc2)c1 (centres undefined)	12.6%	-0.1%	-7.2%	-4.2%	-0.5%	-3.2%	-0.4%	0.9%	-3.2%
CC(C)(C)OC(=O)N1CCOCCOCCN(C(=O)OC(C)(C)C)CCOCCOCC1	13.6%	0.2%	4.4%	-2.6%	-0.1%	-8.2%	-0.6%	-3.8%	2.9%
O=C(c1ccc(Cl)cc1)C1CCCN(Cc2cccn2-c2cccnc2)C1 (centres undefined)	-29.1%[20 µM]	-0.1%	-19.9%	-7.6%	-0.8%	3.5%	-1.2%	·	-4.4%
CN(CC(=O)NCc1ccccc1Cl)S(=O)(=O)c1ccc2c(c1)n(C)c(=O)c(=O)n2C	5.2%	-0.2%	-21.2%	-2.1%	0.6%	9.9%	-1.4%	2.2%	0.9%
O=C(NCCS(=O)(=O)c1ccc(Br)cc1)c1c(F)cccc1F	-30.8%	-0.1%	-19.0%	-2.7%	0.5%	7.4%	2.0%	2.6%	-4.9%
CN(C)c1ccnc(Nc2ccc(O)cc2)c1C#N	8.4%	0.5%	-22.6%	0.9%	·	15.3%	-0.4%	0.7%	-0.7%
CCOC(=O)N1CCC(NC(=O)c2ccc(NC(=O)C3CCCO3)cc2)CC1 (centres undefined)	7.8%	0.3%	6.2%	-1.1%	0.2%	12.0%	67.8%	-4.0%	-2.4%
c1ccc(C(c2ccccc2)c2noc(CN3CCN(C4CCCC4)CC3)n2)cc1	-11.7%	0.2%	-49.1%	-2.5%	-0.7%	15.9%	-0.8%	-0.1%	·
CC(N)=Nc1ccc([N+](=O)[O-])cc1	12.7%	-0.3%	-6.3%	-3.4%	1.4%	-1.0%	0.7%	1.9%	0.0%
O=C(C1CCC(=O)N1Cc1cccnc1)N1CCN(c2ccc(F)cc2)CC1 (centres undefined)	8.3%	-0.1%	4.7%	3.8%	0.0%	-1.2%	1.0%	-4.4%	-5.6%
CCS(=O)(=O)N1CCC(NC(C)=O)(c2ccccc2)CC1	2.0%	-0.2%	7.2%	21.4%	-0.1%	14.2%	-0.1%	-7.9%	-4.1%
CCN(CC)C(=O)Oc1ccc(Br)cc1C(=O)Nc1ccc(F)c(Cl)c1	-4.1%	0.2%	-11.8%	-9.3%	-1.5%	-0.1%	1.8%	1.1%	0.0%
Cc1ccc(S(=O)(=O)N2CCOC2CNC(=O)C(=O)NCC(C)C)cc1 (centres undefined)	-8.0%	-0.2%	-4.7%	10.5%	-0.4%	8.7%	-0.6%	-4.9%	-11.1%
O=c1[nH]nc(-c2ccc(OCc3ccc(Cl)cc3Cl)cc2)o1	17.0%	0.0%	-6.9%	-12.7%	-0.6%	8.0%	0.9%	-1.5%	-2.0%
CC1C(=O)Nc2ccccc2N1C(=O)c1c(F)cccc1F (centres undefined)	20.9%	-0.2%	-4.2%	-0.9%	0.0%	11.8%	0.6%	-0.6%	0.3%
CCCc1[nH]nc2c1C(c1ccoc1)C(C#N)=C(N)O2 (centres undefined)	-34.9%	0.1%	-12.0%	-3.0%	-0.5%	-0.4%	-0.1%	1.7%	-6.5%
CC1(C)Cc2c(C#N)c(OCC(=O)c3ccccc3)nc(-c3ccoc3)c2CO1	-14.2%	0.8%	10.8%	22.7%	-0.7%	-1.5%	-1.2%	-1.8%	0.8%
O=C(CC1NCCNC1=O)Nc1ccc(Cl)c(Cl)c1 (centres undefined)	-12.4%	-0.2%	-26.1%	8.4%	-0.6%	-2.0%	-0.8%	2.0%	-2.9%
O=C(/C=C/c1ccco1)Nc1ccc2c(c1)OCCO2	-2.0%	-0.6%	-28.1%	1.6%	-0.2%	9.7%	5.6%	-3.4%	-4.5%
COc1ccc(C(=O)NCCc2c[nH]c3ccccc23)cc1	-2.7%	0.4%	-57.0%	9.0%	-0.4%	-13.8%	-1.3%	-1.5%	0.0%
COC(=O)c1ccc(NC(=O)CN2CCN(c3ccccc3)CC2)cc1	-3.7%	0.2%	-14.9%	-0.2%	-0.3%	12.7%	-2.6%	-0.7%	2.3%
COc1ccc(-c2noc(CNC(=O)c3ccc4c(c3)OCO4)n2)cc1OC	-1.5%	0.0%	-15.1%	11.0%	-0.1%	-12.1%	0.0%	0.7%	-3.3%
O=C(CSc1nnc(-c2c[nH]c3ccccc23)o1)N1CCCCC1	2.7%	0.6%	-28.7%	10.2%	-1.3%	10.8%	-2.3%	-2.3%	-2.7%
CCc1nnc(NS(=O)(=O)c2ccc(NC(=S)NC(=O)/C=C/c3ccc(F)cc3)cc2)s1	17.8%	1.9%	-22.8%	11.3%	0.8%	15.9%	18.3µM*	-2.3%	39.3µM*
CCO/N=C(/c1nonc1N)N1CCN(c2ccc([N+](=O)[O-])cc2)CC1	-7.3%	-0.1%	-19.7%	14.0%	-0.5%	-3.2%	1.6%	-7.7%	-5.6%
COCCCNc1nc(SCc2ccccc2)nc2sc3c(c12)CCC3	8.9%	0.3%	3.5%	16.9%	1.1%	39.5%	0.6%	-2.1%	-3.2%
COC(=O)C1CCN(Cc2ccc(OCCCN3CCN(c4ccc([N+](=O)[O-])cc4)CC3)cc2)CC1	29.5%	-0.2%	13.3%	-5.8%	?	1.4%	-1.3%	-3.1%	-6.0%
